# Bioassay records as filed in PubChem.
# V1aR counter: agonists of human V1a receptor, primary screen, counter-screen for OXTR agonist project, fluorescence, CHO-V1R cells | AID 2797, 2010 | Vasopressin V1a receptor (Homo sapiens), P37288 | Fluo-8 calcium fluorescence, agonist mode; 0% DMSO, 100% 3 nM vasopressin | hit rate 0.25% among 320,000 | activation, % at 3 µM;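 active means activation above the mean activation of all tested compounds plus 3 SD, per screening run, cut at about 20% in these data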;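 further: signal is peak over basal fluorescence ratio across a 100 second FLIPR read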
# CHO parental Ca: ATP-evoked calcium signal inhibitors, parental CHO, primary screen, counter-screen for OX1R antagonist project, cell-based, fluorescence, Fluo-8 calcium dye | AID 463079, 2010 | hit rate 0.63% among 330,000 | inhibition, % at 5.6 µM | parental CHO-K1, ATP-induced calcium, Fluo-8 fluorescence;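 active means inhibition above that plate's mean sample inhibition plus 3 SD, cut at about 26% in these data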;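 further: 0% = ATP-challenged DMSO wells and 100% = DMSO wells without ATP; some compounds past the cut are filed as inactive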
#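 Test system: parental CHO cells; detection: calcium-sensitive Fluo-8 fluorescence; evaluation: percent inhibition of calcium signal; also added: ATP as calcium-mobilizing challenge; repeats: one well per compound; control set: ATP-challenged DMSO wells low, unchallenged DMSO wells high; compound: single nominal dose of 5.6 µM per compound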
# OXTR potentiator: human OXTR potentiators, primary screen, fluorescence, CHO-OTR cells, Fluo-8 calcium; Fluo-8 calcium fluorescence, potentiator mode; 0% = oxytocin EC15, 100% = EC100; hit rate 0.061% among 320,000; activation, % at 3 µM; Oxytocin receptor (Homo sapiens), P30559; AID 2445, 2010;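 active means activation above that plate's cutoff, the mean activation of tested compounds plus 3 SD, cut at about 6.6% in these data, passing the limit was not always enough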;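 further: 100% uses oxytocin at 75 nM as the full agonist control; some results filed as inactive read as strong as hits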
# Target sequence (P30559 whole entry, looked up): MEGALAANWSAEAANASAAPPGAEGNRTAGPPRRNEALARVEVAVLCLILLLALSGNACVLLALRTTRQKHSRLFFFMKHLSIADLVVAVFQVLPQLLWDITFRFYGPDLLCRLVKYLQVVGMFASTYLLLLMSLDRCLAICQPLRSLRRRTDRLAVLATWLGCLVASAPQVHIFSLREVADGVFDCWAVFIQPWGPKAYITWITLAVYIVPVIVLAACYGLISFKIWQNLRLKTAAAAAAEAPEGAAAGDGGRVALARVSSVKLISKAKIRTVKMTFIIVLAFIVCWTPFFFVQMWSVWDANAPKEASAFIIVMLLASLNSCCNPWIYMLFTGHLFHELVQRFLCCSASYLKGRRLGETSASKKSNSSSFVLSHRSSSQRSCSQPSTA
#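 Dosing: Single dose, 3.0 µM nominal final compound concentration | Material: Human OTR in CHO cells | Technique: Kinetic Fluo-8 calcium fluorescence | Benchmarks: EC15 oxytocin alone as 0%, 75 nM oxytocin as 100% | Probe or stimulus: Oxytocin at about EC15, sub-maximal agonist stimulus | Incubation: Compound 6 min at room temperature before oxytocin, 100 s read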
# CHRM1 agonist: human M1 muscarinic receptor agonists, primary screen, Fluo-8 calcium fluorescence, CHO-K1 cells, HTS. activation, % at 3 µM. Muscarinic acetylcholine receptor M1 (Homo sapiens), P11229. CHO-K1 hM1, agonist mode; 0% DMSO, 100% acetylcholine EC100. hit rate 0.33% among 360,000;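 active means activation above the run's mean compound activation plus 3 SD, cut at about 16% in these data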;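 further: peak over basal fluorescence ratio within a 140 s kinetic read after compound addition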
# Target sequence (P11229 whole entry, looked up): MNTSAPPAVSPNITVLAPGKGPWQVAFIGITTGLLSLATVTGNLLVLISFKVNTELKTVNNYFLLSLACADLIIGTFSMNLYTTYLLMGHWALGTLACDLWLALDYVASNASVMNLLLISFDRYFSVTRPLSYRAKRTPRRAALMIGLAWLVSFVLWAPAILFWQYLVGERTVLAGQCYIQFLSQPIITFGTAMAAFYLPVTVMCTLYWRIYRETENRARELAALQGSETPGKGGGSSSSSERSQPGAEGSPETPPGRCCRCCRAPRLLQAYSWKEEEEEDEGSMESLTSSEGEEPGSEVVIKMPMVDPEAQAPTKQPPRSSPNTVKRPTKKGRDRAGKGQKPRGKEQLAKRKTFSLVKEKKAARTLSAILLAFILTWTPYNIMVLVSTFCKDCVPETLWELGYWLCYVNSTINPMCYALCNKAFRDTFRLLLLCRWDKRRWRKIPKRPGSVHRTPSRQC
# TAAR1 agonist: human TAAR1 agonists, primary screen, Fluo-8 calcium fluorescence, CHO RD-HGA16 cells; Trace amine-associated receptor 1 (Homo sapiens), Q96RJ0; vehicle wells 0%, saturating PEA agonist 100%; activation, % at 3 µM; hit rate 0.99% among 360,000; AID 624467, 2012;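 active means activation above the mean activation of all test compounds in the run plus 3 SD, cut at about 38% in these data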
#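 Test system: RD-HGA16 (CHO) cells co-expressing Gα16 and hTAAR1 | Doses: Single dose, 3 µM | Schedule: 17-24 h seeding, 75 min 37 °C dye, 30 min RT | Evaluation: % activation from peak over basal fluorescence ratio, DMSO-to-PEA scaled | Technique: Kinetic Fluo-8 calcium fluorescence | Benchmarks: Low control DMSO, high control PEA (EC100)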
# M1 ag parental: counter-screen for M1 agonists: effect in parental CHO-K1 cells | Fluo-8 calcium fluorescence; scaled to maximal ATP response, vehicle zero | activation, % at 3 µM | hit rate 0.48% among 360,000 | AID 602248, 2012; in the data active means activation above about 15%;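 further: untransfected CHO-K1 host cells lacking M1 receptor as counterscreen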
# TAAR1 antagonist: human TAAR1 antagonists, primary screen, Fluo-8 calcium fluorescence, CHO RD-HGA16 cells | AID 624466, 2012 | Trace amine-associated receptor 1 (Homo sapiens), Q96RJ0 | antagonist | inhibition, % at 3 µM | hit rate 1.5% among 360,000;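 active means inhibition above a per-plate cutoff, the mean inhibition of test compounds on that plate plus 3 SD, cut at about 49% in these data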;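 further: 0% = DMSO plus EC80 beta-PEA response and 100% = DMSO alone without agonist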
#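 test system = CHO RD-HGA16 cells bearing hTAAR1 | replication = singlicate | controls = DMSO-only wells and EC80 β-PEA-stimulated wells | reagent = EC80 β-phenethylamine stimulus | read-out basis = percent inhibition of PEA-evoked calcium signal, max/basal emission ratio | schedule = seeding 17-24 h prior, 75-min 37 °C, 30-min RT dye loading | signal = kinetic Fluo-8 calcium fluorescence measurement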
# CHO-K1 Ca PAM: nonselective calcium activators in parental CHO-K1 cells, primary screen, counter-screen for M1 PAM project, cell-based, Fluo-8 calcium fluorescence, full deck, 1536-well; ATP EC20; 0% at ATP EC20, 100% at ATP max; activation, % at 3 µM; hit rate 0.02% among 360,000;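 active means activation above the run cutoff, the mean activation of all test compounds plus 3 SD, cut at about 40% in these data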;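 further: peak over basal fluorescence ratio in a 140 s read after ATP addition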
# CHO-K1 Ca antag: M1 antagonist counterscreen hit in parental CHO-K1 cells | ATP-induced calcium, Fluo-8 fluorescence | inhibition, % at 3 µM | hit rate 0.6% among 360,000;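 active means inhibition above a per-plate cutoff, the plate's mean sample inhibition plus 3 SD, cut at about 24% in these data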;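 further: 0% = DMSO plus EC80 ATP and 100% = DMSO alone without ATP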
# * marks the source's active call; other numbers are inactive results; nt = not tested or not shown.
SMILES,V1aR counter,CHO parental Ca,OXTR potentiator,CHRM1 agonist,TAAR1 agonist,M1 ag parental,TAAR1 antagonist,CHO-K1 Ca PAM,CHO-K1 Ca antag
CC(=O)NCC(=O)NC1CCCc2c1cnn2-c1ccc(C(C)(C)C)cc1 (configuration not stated),0.4,-9,-13,-9,0,1.4,-7,8,3
NC(=O)c1cccn1Cc1ccccc1Cl,0.8,1,3,-4,7,1.6,-3,14,-23
CCn1nc(CC(=O)O)c2ccccc2c1=O,0.5,-17,-2,-4,8,1.1,-9,-3,-6
O=C(Nc1ccccc1Cl)c1ccc(-n2cccn2)c([N+](=O)[O-])c1,2.8,-18,-7,-8,1,0.5,-3,13,1
CN1C(=O)SC(Nc2ccc(F)cc2)C1=O (configuration not stated),0.0,-1,-3,-3,8,1.0,-1,21,-14
CC(C)=N/N=C1/NC(=O)C(c2ccc(Cl)cc2)S1 (configuration not stated),nt,nt,nt,-1,27,0.7,55*,18,-13
O=C(NCCc1ccc(Cl)cc1)C1CCCN1C(=O)Nc1ccccc1 (configuration not stated),-1.1,-16,-13,-3,2,0.0,-5,13,-2
N#Cc1cc(-c2ccc(Cl)cc2)cnc1Sc1ccccc1,0.3,-19,3,-3,0,1.6,8,8,-34
CCOc1ccc(-c2cc(C(=O)N/N=C/c3ccc(O)cc3)c3ccccc3n2)cc1,-0.7,-29,4,2,3,1.4,0,21,-8
Cn1ccnc1SCCNC(=O)CCc1nnc(CCCCc2ccccc2)o1,0.9,-12,0,-6,1,1.9,-33,1,-17
CC(C(=O)NCCN1C(=O)S/C(=C\c2cccnc2)C1=O)N1C(=O)c2ccccc2C1=O (configuration not stated),-0.6,-14,-6,-1,1,0.6,2,24,-4
COc1ccccc1N1CCN(C(=O)c2c(C)noc2C)CC1,0.0,3,-1,-3,1,0.5,-22,6,-7
C[C@H](OC(=O)NCc1ccc(C(F)(F)F)cc1)[C@@H]1O[C@@]2(C)CCC[C@@H]1O2,-1.0,-18,-4,-4,17,0.5,-1,15,-7
O=C(NC(N1CCOCC1)C(Cl)(Cl)Cl)c1ccccc1Cl (configuration not stated),-0.1,-7,-18,-1,-1,0.8,-5,-7,-11
CC(C)CC(C(=O)Nc1oc(-c2ccccc2)c(-c2ccccc2)c1C#N)N1C(=O)c2ccccc2C1=O (configuration not stated),0.4,-6,-9,-2,7,-0.6,19,-3,9
COc1cccc(N2CCN(S(=O)(=O)c3cn(C)cn3)CC2)c1,1.5,-3,-6,6,10,0.0,-42,5,4
CCn1c(SCC(=O)Nc2cc(NC(C)=O)ccc2OC)nnc1-c1cccnc1,0.4,-4,-3,-6,10,0.8,-7,17,-6
CCOC(=O)/C(=N\Nc1ccccc1Cl)N(C)C1CCCCC1,-0.6,1,1,-4,1,1.1,-11,17,-14
Cc1c(-n2c(-c3ccccc3)nc3ccccc3c2=O)c(=O)n(-c2ccccc2)n1C,1.2,-7,-12,-5,7,21*,3,11,3
CCCCn1c(N)c(N(CC(C)C)C(=O)c2cc(-c3ccc(F)cc3)nc3ccccc23)c(=O)[nH]c1=O,8.2,-13,-5,-5,0,1.1,-36,12,-5
CC(=O)c1cccc(NC(=O)C2CCCN(S(=O)(=O)c3cccc4nonc34)C2)c1 (configuration not stated),5.0,-10,-7,-5,0,3.8,5,1,-10
CCOc1ccc(CSC(=N)N)cc1,0.1,5,-6,-7,12,0.8,-5,20,-7
O=C(NCCC1=CCCCC1)C1CCN(S(=O)(=O)c2cccc(C(F)(F)F)c2)CC1,7.3,-30,-6,1,20,3.8,24,10,-4
CC1(C)N=C(c2ccc(Cl)cc2Cl)C(=O)N1,0.4,-1,-6,-3,7,0.1,-16,19,-18
CC(C)CCN1CCN=C1N(C)C,-0.7,-4,-12,-10,3,-0.2,2,3,-14

# Further structures follow:
SMILES,V1aR counter,CHO parental Ca,OXTR potentiator,CHRM1 agonist,TAAR1 agonist,M1 ag parental,TAAR1 antagonist,CHO-K1 Ca PAM,CHO-K1 Ca antag
Nc1nonc1-n1nnc(C(=O)N/N=C\c2cccc(Cl)c2)c1CN1CCOCC1,2.3,-2,-7,-7,0,0.2,-12,-18,8
Nc1ccc(S(=O)(=O)NC2(C(F)(F)F)NC(=O)N(c3ccccc3F)C2=O)cc1 (configuration not stated),1.0,-4,5,-1,-1,1.0,2,15,0
CCNC(=O)c1cc2c(c(-c3cccc(-c4cncnc4)c3)n1)[C@@H](CCO)N(C(C)=O)C2,nt,nt,nt,nt,2,0.0,-23,-3,-13
COc1ccc(-c2nc3ccccn3c2CN2CCN(c3ccccc3F)CC2)cc1,-1.1,-46,6,-2,2,0.0,-28,13,-23
Cc1c(C(=O)N(C)Cc2ccc(OC(F)F)cc2)oc2ccccc12,0.1,-3,-16,-3,-3,0.2,11,12,-14
CCOC(CNC(=O)CN1C(=O)COc2ccc(S(=O)(=O)N3CCOCC3)cc21)OCC,0.4,-9,-9,-2,1,0.8,-10,20,-20
CCCCOc1c(Br)cc(/C=C2\N=C(C)OC2=O)cc1OCC,-1.5,-10,-4,-10,-1,-0.5,-6,6,-13
CN1CCc2nc(SCC(=O)Nc3ccc(OC(F)(F)F)cc3)c(C#N)c(-c3cccs3)c2C1,1.5,-6,-10,-4,-1,0.1,-12,-1,-3
CC(C)(Oc1ccc(Cl)cc1)C(=O)OCc1nc2ccsc2c(=O)[nH]1,-2.1,-4,-14,-2,2,0.5,-12,11,-5
COCCCNC(=O)c1ccc2c(c1)OCO2,1.8,-11,-3,-3,7,1.0,16,19,-8
CC(C)CN1C(=O)C(=O)N(CC(=O)c2ccc3c(c2)CCCC3)C1=O,2.3,-16,-8,-4,6,3.6,-5,7,-10
CCCCN(CCCNC(=O)Cn1ncc2ccsc2c1=O)Cc1ccccc1,-0.4,-18,-15,-9,6,0.0,-7,-6,20
CCCc1cc(=O)oc2cc(C)cc(OC(C)C(=O)NCCCn3ccnc3)c12 (configuration not stated),-0.1,-13,-6,-5,4,0.4,-5,23,-16
Cc1cc(C(=O)NNC(=S)NCc2ccco2)n(C)n1,0.7,-3,-10,1,6,-0.2,-10,-5,11
O=C(Cc1cccs1)Nc1ccc(F)cc1F,0.9,-12,1,-3,2,-0.2,13,17,-4
COc1ccc(C(C(=O)NC(C)(C)C)N(Cc2ccco2)C(=O)CCC(=O)Nc2cc(C)on2)cc1 (configuration not stated),-1.3,-24,-10,-4,5,-0.1,-12,7,-13
CC(=O)/C(=C(/O)c1ccccc1)c1nc2ccccc2[nH]1,0.0,-18,-16,-4,0,0.9,4,13,-15
COC(=O)C1(S(=O)(=O)c2ccc(C)cc2)CCOCC1,0.4,-12,-1,-3,2,0.2,5,6,-18
Cc1nn(-c2ccccc2)c2c1C(=O)N(c1ccccc1)C(=O)C(C)(C)C2,1.6,-25,-15,-4,-1,1.7,-3,6,-4
CO/N=C/Cc1c([N+](=O)[O-])c(C)nn1C,0.8,-3,-4,-4,1,0.1,-6,11,-7
Cc1cccc(NC(=S)NNC(=O)Cc2ccccc2)c1,1.7,-3,-4,-1,1,0.1,13,13,-6
COC(=O)c1ccc(C23CC4(C2)[C@H](CN(Cc2ccc(C(F)(F)F)cc2)[C@@H]4c2ccccc2)C3c2ccccc2)cc1 (some centres not stated),0.9,-12,0,-3,nt,-0.3,nt,2,-5
COc1cc(SC)ccc1C(=O)N1CCCc2ccccc21,-0.7,-15,-22,-5,5,0.8,-8,17,-9
Cc1ccc2[nH]c(=O)c(CN(CC3CCCO3)C(=S)NCc3ccco3)cc2c1 (configuration not stated),0.1,-30,0,-12,5,0.8,14,21,-6
COc1ccc(-n2cnnc2SCC(=O)NC2CCS(=O)(=O)C2)cc1 (configuration not stated),0.4,-5,-21,-1,10,-0.2,-2,-4,-13

# Fetched by compound from the entries so far, 2 records:
SMILES,V1aR counter,CHO parental Ca,OXTR potentiator,CHRM1 agonist,TAAR1 agonist,M1 ag parental,TAAR1 antagonist,CHO-K1 Ca PAM,CHO-K1 Ca antag
Nc1nonc1-n1nnc(C(=O)N/N=C\c2cccc(Cl)c2)c1CN1CCOCC1,2.3,-2,-7,-7,0,0.2,-12,-18,8
COc1cc(SC)ccc1C(=O)N1CCCc2ccccc21,-0.7,-15,-22,-5,5,0.8,-8,17,-9

# (further entries)
SMILES,V1aR counter,CHO parental Ca,OXTR potentiator,CHRM1 agonist,TAAR1 agonist,M1 ag parental,TAAR1 antagonist,CHO-K1 Ca PAM,CHO-K1 Ca antag
C[C@H](CO)N1C[C@H](C)[C@@H](CN(C)C(=O)Nc2ccc(F)cc2)OCc2cnnn2CCCC1=O,nt,nt,nt,1,1,0.8,-17,15,-5
CC(C)CC1C(=O)N(Cc2cn(CCC3OCCO3)nn2)CCS(=O)(=O)N1Cc1ccc(-c2ccc(F)nc2)cc1 (configuration not stated),nt,nt,nt,-1,19,5.3,36,-8,-6
OC[C@H]1O[C@H](OC[C@H]2OC(O)[C@H](O)[C@@H](O)[C@@H]2O)[C@H](O)[C@@H](O)[C@@H]1O (some centres not stated),0.7,-6,-8,0,0,0.1,-15,15,-4
O=C(NC1=NCCS1)c1ccc(C(F)(F)F)cc1,0.2,-4,-5,-7,-1,-0.2,-1,12,-12
COc1ccc(NC(=O)Cn2c(=O)sc3ccccc32)cc1,1.3,-20,6,-1,-2,-0.5,22,-7,10
O=C(CSc1ccccc1)N1CCN(c2ccccc2)CC1,0.2,-11,-11,-3,8,0.7,17,14,-10
Cc1c(Br)c(C(F)(F)F)nn1CC(=O)NCc1ccco1,1.4,-15,-2,-9,5,-0.6,0,-14,17
Cc1csc(NC(=O)CSc2nnc(Cn3c(=O)sc4ccccc43)n2-c2ccccc2)n1,0.7,-24,-7,5,2,0.1,16,13,-4
O=C(CNCCO)N1N=C(c2cccs2)CC1c1cccs1 (configuration not stated),0.0,-7,-18,-16,9,0.2,-19,8,-16
O=C(NCCN1C(=O)S/C(=C\c2cccs2)C1=O)c1ccco1,4.9,-30,-7,-4,0,4.2,-14,3,-2
